Bioassay records (PubChem BioAssay)
A-T KAP1 phos: potential ataxia-telangiectasia treatments restoring KAP-1 phosphorylation. […] A-T fibroblasts, KAP-1 phosphorylation AlphaLISA; neocarzinostatin DNA damage 30 min before lysis. Potency, µM (doses to about 57.5 µM), for inactives: at the top dose activation, usual class: activators. 320,000 compounds, 0.19% hits. AID 485349; also: potency is read from the fitted curve at half-maximal effect; % of control where 0% means no effect; nearly all actives have a fitted effect of over 45% in size
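ATM-like activity read as KAP-1 phosphorylation via AlphaLISA donor/acceptor antibody pairs after lysis and 6 hr at 25C. Cells were ATM-null patient fibroblasts ([…], hTERT), dosed 60 min, then exposed to the DSB inducer NCS for 30 min.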
ASM inhibitor: human S-ASM enzyme inhibition | placental ASM, HMU-PC fluorogenic substrate, 60 min | Potency, µM (highest dose often 57.5 µM), inactives show top-dose activity change, negative = inhibition, hits mostly inhibitors | 340,000 compounds, 0.006% hits | AID 504937; also: potency is read from the fitted curve at half-maximal effect
Target sequence (P17405 47-631 limits assumed): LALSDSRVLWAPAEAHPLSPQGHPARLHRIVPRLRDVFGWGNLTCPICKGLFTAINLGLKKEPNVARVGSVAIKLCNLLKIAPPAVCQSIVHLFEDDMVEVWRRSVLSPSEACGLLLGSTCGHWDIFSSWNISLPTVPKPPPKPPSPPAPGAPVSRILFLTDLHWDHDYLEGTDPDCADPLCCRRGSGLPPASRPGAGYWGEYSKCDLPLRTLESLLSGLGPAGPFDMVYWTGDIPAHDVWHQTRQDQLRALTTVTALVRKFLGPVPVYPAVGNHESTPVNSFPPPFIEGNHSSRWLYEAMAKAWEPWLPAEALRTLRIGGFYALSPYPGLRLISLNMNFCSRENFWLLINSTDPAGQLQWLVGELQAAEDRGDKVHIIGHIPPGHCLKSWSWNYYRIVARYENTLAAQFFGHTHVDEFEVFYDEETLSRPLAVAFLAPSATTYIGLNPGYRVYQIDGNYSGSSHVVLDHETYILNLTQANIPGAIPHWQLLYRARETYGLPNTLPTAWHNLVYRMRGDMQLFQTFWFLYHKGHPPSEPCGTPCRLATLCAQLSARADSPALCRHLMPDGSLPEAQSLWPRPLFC
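Human placenta-derived ASM preincubated with compound 10 min at room temperature, then reacted with 9 uM (final) fluorogenic HMU-PC substrate for 60 min at 37 C. Stop solution raises pH to 10; fluorescence read at Ex 386/Em 447 nm.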
Integrin act MD: activators of alpha7 integrin expression for muscular dystrophy. alpha7betagal myoblasts, beta-gal FDG fluorescence, 48 h. Potency, µM (highest dose often 38.3 µM), for the others: top-dose activation, usual class: activators. 350,000 compounds, 0.064% hits;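 also: potency is read from the fitted curve at half-maximal effect; 100% = response of the positive control SU9516; nearly all actives have a fitted effect of over 60% in size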
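alpha7betagal+/- myoblasts (passage 13, 250/well) treated 48 h at 37C with compounds at 1:260 dilution of DMSO stock. Lysed, then beta-galactosidase activity read as FDG fluorescence (ex 480/em 540) after 30 min, with pre-read for autofluorescence.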
Mito fusion yeast: blocks mitochondrial division or promotes mitochondrial fusion; 320,000 compounds, 0.23% hits; S. cerevisiae fusion-defective mutant growth rescue, CellTiterGlo 48 h; Potency, µM (highest dose often 46.1 µM), for the others: at the highest dose growth rescue (activation), usual class: activators; AID 485298;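 also: potency is read from the fitted curve at half-maximal effect; % of control where 0% means no effect; nearly all actives have a fitted effect of over 45% in size; temperature-sensitive fusion mutants such as fzo1-1 at 37 °C on non-fermentable ethanol glycerol medium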
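Compounds are tested for their ability to restore growth of mitochondrial fusion-defective yeast strains at non-permissive 37C in YPEG medium over 48 hours. Viability is quantified by luciferase luminescence.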
TSG101-PTAP inh: blocks PTAP/TSG101 interaction to inhibit HIV-1 budding. Q99816. Fluorescence polarization, FITC-PTAP peptide / Tsg101 binding. Potency, µM (top dose mostly 115 µM), inactives show at the highest dose activity change, negative = inhibition, usual class: inhibitors. 340,000 tested, under 10 active. AID 493005; active = well fitted inhibition curve with a large enough effect in the main read-out, with a control signal flat, not every such curve was filed as active; inconclusive = small, poorly fitted or top-dose-only effect, or effect the other way, or a change in a side signal; inactive = no such curve, though single readings can be large or run the other way; also: potency is read from the fitted curve at half-maximal effect; % of control where 0% means no effect
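FP read-out: FITC-PTAP peptide, 50 nM final, binding Tsg101 binding domain, 10 uM final; 20 min, r.t.; 10 mM HEPES pH 7.5, 0.15 M NaCl, 0.01% Tween 20, 3 mM EDTA, 0.1 mM TCEP.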
Tb PFK block: inhibitors of T. brucei phosphofructokinase | 330,000 compounds, 0.17% hits | O15648 | AID 485367 | T. brucei PFK, ADP-Glo luminescence | Potency, µM (doses to about 57.5 µM), for inactives: at the highest dose activity, negative = inhibition, most hits filed as inhibitors;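 also: potency is read from the fitted curve at half-maximal effect; 0% = uninhibited 1x PFK enzyme wells and -100% = no-enzyme wells; nearly all actives have a fitted effect of over 60% in size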
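Compounds were pin-transferred as a titration series up to 57 uM into substrate buffer (0.5 mM F6P, 0.1 mM ATP, pH 8.0), then 1.25 nM PFK was added and reactions ran 45 min before ADP-Glo detection.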
ELG1 repair inh: inhibitors of ELG1-dependent DNA repair in HEK293T cells | HEK293T ELG1-luciferase reporter, luminescence, 16 h; DNA damage induced by 5-fluorouridine | 330,000 compounds, 2.3% hits | Potency, µM (highest dose often 46.1 µM), without a hit: top-dose activity change, negative = inhibition, actives largely listed as inhibitors | AID 504467; also: potency is read from the fitted curve at half-maximal effect; % is scaled to controls: 0 for no effect and ±100 for the full control effect; nearly all actives have a fitted effect of over 55% in size
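Step one: seed 2,000 cells per well. Step two: pin-transfer compound or DMSO alongside 5-fluorouridine. Step three: incubate 16 hr, 37 °C, 5% CO2. Step four: add ONE-Glo, wait 30 min, read luminescence.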
TSHR antag: antagonists of human thyroid stimulating hormone receptor | P16473 | TSHR-expressing cells, TSH-stimulated cAMP HTRF, 2 h; hits give low values | activity change, negative = inhibition, % at 11.5 µM | 330,000 compounds, 0.2% hits;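 active = activity change below a set negative limit, meaning inhibition stronger than a set level, cut at about -70% in these data; inconclusive = activity change between two set negative limits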; also: % is scaled to controls: 0 for no effect and ±100 for the full control effect
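Antagonism was scored as loss of TSH-driven cAMP in TSHR cells, stimulated with 4nM TSH (EC80) for 2 hours at 37 deg C and detected by homogeneous HTRF competition immunoassay.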
TCR act: T cell receptor activation | primary human leukocytes, anti-CD3, IL-2 HTRF, 48 h | 330,000 tested, under 10 active | Potency, µM (series often up to 9.22 µM), without a hit: top-dose activation of IL-2 secretion, most hits filed as activators | AID 504894; also: % of control where 0% means no effect
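Primary human leukocytes receive a-CD3 beads and test compound and are incubated 48 hr. Secreted IL-2 is then assayed by HTRF, measuring 665nm acceptor emission after 320nm excitation of the europium donor.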
Chronic BCR inh: blocks chronic active B-cell receptor signaling | ABC-DLBCL IkBa-CBG/CBR reporter, luminescence ratio, 4 h | Potency, µM (top dose mostly 46.1 µM), inactives show at the top dose ratio change, negative = lower green/red ratio, most hits filed as inhibitors | 340,000 compounds, 0.05% hits | AID 493014; active = well fitted inhibition curve with a large enough effect in the signal ratio, with a control signal flat, not every such curve was filed as active; inconclusive = small, poorly fitted or top-dose-only effect, or effect the other way, or a change in a side signal; the % refers to the signal ratio;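 also: potency is read from the fitted curve at half-maximal effect; plate controls were basal doxycycline-induced cells for no effect and cells given 10 µM MG132 for full effect; MG132 reads +100%, hits lower the ratio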
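Concentration-response series (up to 46 uM) were applied to TMD8 dual-reporter cells for 4 h at 37C with doxycycline. Green/red ratio, after filter-overlap correction, defined %Activity; red signal alone was normalised to basal cells and zero luminescence.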
Eya2 phos inh: Eya2 (human) phosphatase inhibition. O00167. recombinant Eya2, OMFP fluorescence dephosphorylation (OMFP is methylfluorescein phosphate). Potency, µM (titrated, usually from 76.9 µM), for the others: top-dose activity, negative = inhibition, most hits filed as inhibitors. 330,000 compounds, 0.006% hits; also: potency is read from the fitted curve at half-maximal effect; % is scaled to controls: 0 for no effect and ±100 for the full control effect
Target sequence (O00167 whole entry, looked up): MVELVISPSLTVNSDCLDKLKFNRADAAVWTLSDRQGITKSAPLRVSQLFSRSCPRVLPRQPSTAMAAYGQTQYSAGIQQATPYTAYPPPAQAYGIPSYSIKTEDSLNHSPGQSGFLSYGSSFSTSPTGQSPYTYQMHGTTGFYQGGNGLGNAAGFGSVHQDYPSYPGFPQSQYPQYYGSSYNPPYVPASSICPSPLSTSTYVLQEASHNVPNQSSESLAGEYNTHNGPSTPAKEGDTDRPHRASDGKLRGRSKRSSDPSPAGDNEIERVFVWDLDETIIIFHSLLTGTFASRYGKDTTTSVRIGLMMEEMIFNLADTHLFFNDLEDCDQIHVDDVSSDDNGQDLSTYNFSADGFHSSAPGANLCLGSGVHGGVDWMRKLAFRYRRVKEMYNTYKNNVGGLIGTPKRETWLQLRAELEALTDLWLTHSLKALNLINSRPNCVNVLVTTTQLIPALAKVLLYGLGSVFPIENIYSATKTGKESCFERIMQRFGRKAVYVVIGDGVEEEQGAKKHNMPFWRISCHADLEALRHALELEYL
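Eya2 protein (added as 0.2 uM solution) was preincubated with compound for 10 min at ambient temperature in 50 mM HEPES pH 7.5, 50 mM NaCl, 5 uM MgCl2, 0.05% BSA, 1 mM DTT. OMFP (added at 50 uM) then reacted 10 min; fluorescence read at 485/525 nm.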
Active calls of the source: *; ? = inconclusive; . = no result given; [ ] = dose if it differs, or a comment. Unless noted, calls follow the shape of the dose curve; as a rule, active = well fitted curve in the direction sought with a large enough effect; inconclusive = small, poorly fitted or top-dose-only effect, or another doubt; inactive = no such curve, though single readings can be large; an effect the other way counts as inactive or inconclusive.

SMILES	A-T KAP1 phos	ASM inhibitor	Integrin act MD	Mito fusion yeast	TSG101-PTAP inh	Tb PFK block	ELG1 repair inh	TSHR antag	TCR act	Chronic BCR inh	Eya2 phos inh
COc1ccc(OC)c(NC(=O)CCn2c(=S)[nH]c3ccccc3c2=O)c1	5.7%	1.8%	0.0%	-0.5%	-0.9%	2.3%	9.8%	-5.5	-1.2%	1.7%	0.4%
Cc1nnc(N/N=C/c2ccc(-c3ccccc3F)o2)n1N	12.2%	24.3%	-18.8%	-5.0%	0.0%	-1.8%	?	1.8	.	?	-9.4%
C/C(=C\c1ccco1)C1Nc2cccc3cccc(c23)N1	10.9%	.	.	1.5%	.	?	-2.3%	8.6	.	1.1%	3.2%
CCOC(=O)c1[nH]c2ccccc2c1NC(=O)CC	21.2%	-1.8%	-4.1%	-1.0%	-2.7%	-3.5%	-0.5%	24.2	11.9%	10.0%	-3.6%
COc1ccc(C(=O)NNC2=NC(C)(C)Cc3cc(C)c(C)cc32)cc1	-1.6%	1.0%	3.8%	-11.1%	-0.2%	-0.9%	6.0%	4.0	-15.0%	-0.1%	-39.6%
N#CCCN(C(=O)COC(=O)C1=NNC(=O)CC1)c1ccccc1	0.9%	0.8%	0.0%	-3.7%	-1.9%	0.2%	6.5%	13.2	-5.8%	7.3%	10.3%
Cc1cccc(OCCCCNCc2ccccc2)c1	0.3%	4.2%	-50.7%[inhibitor]	-0.6%	-2.6%	-10.1%	-7.4%	13.6	-0.4%	-2.9%	-2.8%
O=c1oc2ccccc2c(Nc2ccc(Cl)cc2)c1[N+](=O)[O-]	4.5%	-5.4%	-10.6%	1.6%	-2.4%	-1.4%	?	-8.3	0.2%	?	-10.5%
O=C(NCC1CCCO1)c1ccc(S(=O)(=O)Nc2ccccc2F)cc1 (configuration not stated)	2.0%	-4.1%	-12.1%	-2.6%	-4.5%	-0.6%	9.0%	8.2	-0.7%	-9.6%	6.5%
COc1cccc(CN(C)C(=O)c2ccc3c(=O)n4c(nc3c2)CCC4)c1OC	17.0%	4.4%	-8.7%	2.5%	-5.3%	-6.7%	?	-2.2	-3.2%	-5.6%	4.0%
CSCCC(C(=O)N1CC2(C)CC1CC(C)(C)C2)N1C(=O)c2ccccc2C1=O (configuration not stated)	2.6%	1.0%	12.5%	14.9%	-1.1%	2.7%	-10.1%	7.1	-1.3%[46.1 µM]	?	3.1%
CC1CCCC(C)N1CC(O)COCc1ccccc1 (configuration not stated)	2.9%	-0.7%	0.3%	-3.4%	-5.1%	1.0%	2.7%	4.7	-2.8%	?	12.5%
O=C(Nc1ccc(N2CCOCC2)cc1)c1cc(F)c(F)cc1Cl	-2.9%	3.4%	13.5%	-1.8%	-4.5%	0.2%	?	10.4	-3.9%[46.1 µM]	?	-0.6%
CCOC(=O)C(C)Oc1ccc(=O)n(-c2ccccc2)n1 (configuration not stated)	-0.9%	14.8%	-11.3%[7.66 µM]	-1.3%	-5.1%	4.3%	8.5%	-4.1	1.0%	-4.7%	-26.1%
CCOC(=O)c1[nH]c(COC(=O)c2ccccc2NC(=O)c2ccco2)c(C(=O)OCC)c1C	?	8.0%	0.0%	3.7%	1.7%	5.3%	-0.9%	-2.2	0.2%	?	-16.5%
COCCC(=O)N1CCC(Oc2ccc(C(=O)NCc3cccc(C)n3)cc2)CC1	-6.4%	-0.9%	2.7%	-0.2%	.	-5.3%	1.9%	6.7	1.9%	?	-9.2%
Cc1c(C)n(CCc2c[nH]c3ccccc23)ccc1=O	4.1%	-0.2%	20.1%	-5.0%	-4.0%	-4.6%	-5.5%	-5.2	4.9%	0.8%	7.9%
COc1cc(NC(=O)CN2CC(c3ccccc3)CC2=O)cc(OC)c1 (configuration not stated)	-0.4%	2.7%	20.2%	1.2%	0.3%	1.3%	-0.6%	9.1	-0.8%[46.1 µM]	-0.3%	-0.5%
O=C(Nc1cccc(Cl)c1)Nc1ccc2c(c1)C(=O)OC2	3.5%	1.7%	?	3.0%	0.3%	0.1%	18.4%	0.7	-0.4%[46.1 µM]	?	-0.7%
Nc1nccc(/C=C/c2c(F)cccc2Cl)n1	5.3%	22.1%	-8.9%	-1.1%	0.7%	0.0%	?	0.3	11.3%	?	1.1%
Cc1nc(C(C)N(C)Cc2c(C(=O)N3CCCCC3)nc3c(C)cccn23)c(C)s1 (configuration not stated)	2.6%	4.9%	17.8%	-4.2%	-1.0%	-4.5%	-6.8%	-1.3	-11.9%	2.2%	0.2%
C[N+]1(CC(O)c2ccccc2)CCCCCC1 (configuration not stated)	1.8%	1.8%	0.0%	-1.8%	-4.9%	8.1%	0.5%	69.3	.	-4.0%	6.5%
CCCCC(=O)NNC(=S)NC(=O)c1ccc(C)cc1	2.3%	-1.8%	-35.9%	-21.3%	0.1%	1.3%	-13.1%	-1.9	-0.9%	?	10.6%
COc1ccccc1C(=O)C1CCCN(C(=O)c2ccccn2)C1 (configuration not stated)	-4.6%	-3.3%	-29.0%	0.2%	-3.5%	-0.4%	17.3%	9.7	-0.8%	4.3%	10.9%
CCOC(=O)NC(=S)c1ccc[nH]1	4.3%	4.5%	-14.8%	17.1%	-3.1%	5.5%	14.2%	5.5	-1.5%[46.1 µM]	?	-2.8%
Cc1ccc(Nc2nc3nonc3[nH]c2=O)cc1C	-4.3%	4.6%	-4.0%	26.0%	0.8%	2.1%	?	-29.6	-7.3%	?	2.6%
O=C(Nc1ccc2nc(-c3ccccc3)[nH]c2c1)c1cccs1	-1.1%	-24.9%	22.0%	2.3%	-1.7%	3.9%	?	2.8	1.4%	?	-35.2%
O=C(NCCCn1ccnc1)c1ccc2c(c1)OCCO2	6.0%	5.1%	-4.3%	0.5%	-4.0%	-3.4%	20.8%	-1.0	0.4%	?	-0.5%
Fc1cc(Cl)c(OCc2noc(-c3ccsc3)n2)c(Cl)c1	1.4%	-2.0%	4.5%	-1.9%	1.3%	-1.9%	?	-0.1	-8.0%	?	-24.0%
Cc1nc2nc(-c3cccs3)cn2nc1C	14.7%	.	23.0%	2.6%	?	-7.6%	?	-1.1	.	3.4%	-3.7%
NC(=O)COC(=O)c1ccc2c(c1)C(=O)N(Cc1ccco1)C2=O	-10.2%	-2.5%	-23.8%	0.8%	-3.3%	0.4%	8.4%	7.8	2.1%	-6.6%	-5.7%
CCCCCCCC#Cc1ccccc1/C=N/S(=O)c1ccc(C)cc1 (configuration not stated)	-4.6%	-5.0%	-29.4%	-0.1%	-2.8%	-20.6%	14.0%	-9.2	4.0%	0.4%	-2.4%
CN(C)S(=O)(=O)c1cccc(NC(=O)CSc2ncnc3ccccc23)c1	2.5%	1.8%	-20.4%	-5.9%	-4.2%	-3.1%	?	0.3	-5.0%	?	-17.8%
CCOc1cc(NC(=O)CCl)c(OCC)cc1NC(=O)CCl	-2.2%	-0.5%	-48.2%[inhibitor]	-12.6%	-1.8%	1.4%	?	5.2	3.3%	14.1µM*	-8.1%
Cc1onc(-c2ccccc2Cl)c1C(=O)Nc1ccccc1C(N)=O	1.8%	1.5%	5.9%	4.5%	-1.2%	-8.2%	?	-13.6	2.4%	-9.4%	-7.4%[15.4 µM]
CCOC(=O)C1=C(c2ccccc2)NC(=O)NC1c1cc(Cl)c(O)c(OC)c1 (configuration not stated)	-1.6%	3.8%	-5.7%	16.3%	0.2%	-20.0%	-6.1%	1.1	0.5%	-18.0%	-2.1%
CCn1c(SCC(=O)Nc2ccc(OC)c(OC)c2)nnc1-c1cnccn1	2.9%	1.2%	-1.8%	3.8%	-1.6%	1.5%	14.5%	4.9	-5.9%	4.5%	2.0%
c1coc(-c2ncc[nH]2)c1	9.1%	-3.0%	20.3%	-2.0%	-0.8%	1.7%	19.1%	-26.9	-4.2%	1.6%	2.8%

This is a random part of the collection; overall some 3.2% were active at least once.
